RTF Ca sens act: cardiac RTF calcium sensitization. activation, % at 7.2 µM. P19429+P45379. IANBD-labeled TnC RTF fluorescence at EC20 calcium; 0% EC20 calcium, 100% full calcium. AID 493008. 340,000 compounds, 0.24% hits;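 active = activation above the mean over all tested compounds plus 3 SD, cut at about 30% in these data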;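 note: rise in fluorescence read as greater calcium sensitivity of cardiac thin filaments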
OPRM1-OPRD1 inv: inverse agonist of human OPRM1-OPRD1 heterodimerization; cell-based MOR-DOR heterodimer luminescence, inverse agonism; inhibition, % at 9.3 µM; AID 504357; 340,000 compounds, 0.21% hits; P35372+P41143; in the data active = inhibition above about 22%, passing the limit was not always enough;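 note: 0% = cells with DMSO and 100% = wells without cells with DMSO; values of inactives mirror those of a sister screen read the other way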
C-LANA FP: blocks KSHV LANA C-terminal domain binding to DNA. 340,000 compounds, 0.078% hits. inhibition, % at 9 µM. MBP-C-LANA/FAM-LBS DNA binding, fluorescence polarization;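 active = highest replicate inhibition at or above 60% at 9 µM, even if other replicates fall short; inactive = all replicates below 60% inhibition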;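 note: 0% = neutral control wells and 100% = 4 µM acridine orange control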
Wnt act: activators of Wnt/beta-catenin signaling. Wnt/beta-catenin reporter cell assay, activator, plate reader. 300,000 compounds, 1.2% hits. AID 743398. activation, % at 9.35 µM; in the data active = activation above about 30%, passing the limit was not always enough;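 note: 0% = neutral control wells and 100% = positive control wells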
MOR-DOR ag: OPRM1-OPRD1 heterodimerization agonism; P35372+P41143; cells, luminescence; activation, % at 9.3 µM; 340,000 compounds, 0.3% hits; in the data active = activation above about 18%;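 note: 0% = vehicle-treated cells and 100% = reference agonist; values of inactives mirror those of a sister screen read the other way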
Keap1-Nrf2 PPI: Keap1-Nrf2 (human) interaction inhibition; Q14145; Keap1 Kelch-Nrf2 peptide fluorescence polarization, 1536-well; inhibition, % at 9.4 µM; 340,000 compounds, 0.15% hits; AID 504523; in the data active = inhibition above about 12%;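 note: human Keap1 Kelch domain with fluorescein labeled Nrf2 9mer peptide probe; 0% = neutral control wells and 100% = peptide positive control; higher means more block of Keap1 binding to Nrf2 peptide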
Arr AP2 block: inhibitors of human beta-arrestin and AP2 interaction | FITC-arrestin peptide / GST-AP2 beads, flow cytometry; AP2 beta2 appendage carries R879A mutation | inhibition, % at 10 µM | 340,000 compounds, 0.31% hits | AID 504490;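 active = inhibition above a set limit, near 3 SD of compounds lacking own fluorescence, cut at about 54% in these data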;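 note: plate controls were DMSO wells for no effect and 5 µM unlabelled arrestin peptide for full effect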
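Assay system: GST-AP2 R879A bound to glutathione beads, E. coli-expressed; Medium: PBS with 0.05% Tween 20 and 0.1% BSA; Also added: fluorescein-tagged arrestin peptide at 50 nM final; Timing: 12 min plus 1 h, RT; Measured by: flow cytometry, FL1 (488/535 nm); Evaluation: percent drop in bead-associated FITC signal.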
V-ATPase pH: regulators of yeast V-ATPase proton transport; S. cerevisiae, pHLuorin cytosolic pH fluorescence; 350,000 compounds, 0.37% hits; response, % at 10 µM; in the data active = response mostly above about 7.3%, no sharp cut-off; inactive = mostly below about 5.4%; note: actives read high; inactives centre near 0; some compounds called inactive have numbers as strong as hits; reference of the scale not given here
Pemphigus Ab inh: human desmoglein-3 autoantibody binding inhibition; DSG3-coupled beads, scFv-anti-DSG3-GFP binding, flow cytometry; stronger effect = lower value; binding (percent of control), % at 10 µM; 310,000 compounds, 0.48% hits; AID 588358; P32926;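 active = binding more than 3 SD below its plate's average and above zero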;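 note: hits lower antibody fragment binding to DSG3; some compounds called inactive have numbers as strong as hits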
Target sequence (P32926 whole entry, looked up, the tested form may be a part): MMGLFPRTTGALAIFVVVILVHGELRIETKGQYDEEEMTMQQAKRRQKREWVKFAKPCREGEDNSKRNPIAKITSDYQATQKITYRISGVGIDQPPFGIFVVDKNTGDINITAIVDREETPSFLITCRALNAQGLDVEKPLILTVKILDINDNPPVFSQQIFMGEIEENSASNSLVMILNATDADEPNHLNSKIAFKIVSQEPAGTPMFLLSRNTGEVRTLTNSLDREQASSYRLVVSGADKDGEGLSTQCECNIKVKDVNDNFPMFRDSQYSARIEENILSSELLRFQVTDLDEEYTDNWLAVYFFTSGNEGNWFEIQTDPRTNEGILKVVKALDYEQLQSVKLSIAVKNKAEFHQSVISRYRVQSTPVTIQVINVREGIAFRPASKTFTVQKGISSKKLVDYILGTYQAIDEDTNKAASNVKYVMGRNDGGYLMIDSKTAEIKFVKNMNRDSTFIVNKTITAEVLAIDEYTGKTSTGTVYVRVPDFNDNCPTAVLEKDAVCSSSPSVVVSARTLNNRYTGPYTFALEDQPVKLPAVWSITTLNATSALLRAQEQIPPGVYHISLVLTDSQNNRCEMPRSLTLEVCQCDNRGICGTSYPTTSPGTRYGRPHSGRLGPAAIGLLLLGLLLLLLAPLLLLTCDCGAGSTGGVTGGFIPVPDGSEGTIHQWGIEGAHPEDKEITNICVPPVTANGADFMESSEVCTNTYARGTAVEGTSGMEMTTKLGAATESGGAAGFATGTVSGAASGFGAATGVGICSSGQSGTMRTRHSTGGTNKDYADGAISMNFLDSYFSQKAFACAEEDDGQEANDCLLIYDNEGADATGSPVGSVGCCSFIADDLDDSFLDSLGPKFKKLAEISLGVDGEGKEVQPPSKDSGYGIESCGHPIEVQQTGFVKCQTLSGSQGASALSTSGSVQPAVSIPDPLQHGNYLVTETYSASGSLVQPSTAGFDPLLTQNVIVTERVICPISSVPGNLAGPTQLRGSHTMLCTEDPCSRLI
RTF Ca sens inh: cardiac RTF calcium desensitization; IANBD-labeled cardiac RTF, Ca2+ fluorescence; 340,000 compounds, 0.12% hits; inhibition, % at 7.15 µM; AID 493244; P19429+P45379;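 active = inhibition above the mean inhibition of all tested compounds plus 3 SD, cut at about 17% in these data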;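 note: assay run at fixed EC70 calcium of 1.6 mM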
* hit, by the source's call; / = not tested or not shown. An unsorted share of the library; overall some 3.1% were active at least once.

molecule	RTF Ca sens act	OPRM1-OPRD1 inv	C-LANA FP	Wnt act	MOR-DOR ag	Keap1-Nrf2 PPI	Arr AP2 block	V-ATPase pH	Pemphigus Ab inh	RTF Ca sens inh
O=P(Cc1nnco1)(c1ccccc1)c1ccccc1	-1	19	2.6	1	-3.5	-4	16	2	109	-18
COc1ccccc1Nc1nnc(SCC(=O)N2CCCC2)s1	3	-3	-2.3	7	0.7	1	8	/	98	-2
Cc1ccc2c(c1)C(c1ccc(N3CCOCC3)cc1)=NNC(c1cccs1)=N2	2	14	-0.6	/	-2.8	-1	-1	0	100	-9
CS(=O)(=O)Nc1ccc(C(=O)Nc2ccccc2Sc2ccccc2)cc1	-3	10	-0.5	-3	-2.0	0	0	1	98	-9
Cn1c(N)nc2nc[nH]c2c1=S	1	17	-0.4	-1	-3.5	-3	-13	-3	114	-8
O=C(Nc1ccnn1C1CCN(C/C=C/c2ccccc2)CC1)C1CCCC1	-1	11	-0.5	-3	-2.6	-2	37	-4	118	-7
COc1ccc(-c2[nH]ncc2CN(C)C(C)c2ccon2)c(OC)c1 (centres undefined)	4	15	-0.2	-2	-2.8	4	-4	3	91	-8
COc1ccccc1CN1CCN(S(=O)(=O)c2ccccc2)CC1	0	-7	0.7	0	1.1	0	-4	3	/	4
O=C(NNC(=S)Nc1ccccc1)c1cc(-c2cccnc2)nc2ccccc12	1	6	-0.4	-1	-1.1	-16	-4	0	115	-3
CCOC(=O)c1c(-c2ccc(C)o2)csc1NC(=O)CSc1nnc(C)s1	-1	-2	-0.1	-10	0.4	-23	14	9.2*	121	-4
CC1(C)CC(=O)c2sc(NS(C)(=O)=O)nc2C1	2	12	0.3	/	-2.3	-1	1	1	102	0
CNC(=S)Nc1ccc(Nc2ccccc2)cc1	-1	2	0.1	/	-0.4	-2	3	-3	103	-4
CC1(C)CC(=O)C=C(Nc2ccccc2)C1	-7	7	0.0	-3	-1.4	1	-4	0	114	0
C/C(=N\N=c1/scc(C)n1Cc1ccco1)c1cccc([N+](=O)[O-])c1	-3	-1	-0.8	/	0.2	-2	14	-6	/	-4
O=C(/C=C/c1ccccc1)N/C(=C\c1ccco1)C(=O)NCCO	2	5	0.5	-5	-0.9	3	-8	-1	98	2
Cc1oc(-c2cccs2)[n+]([O-])c1C	1	13	0.6	0	-2.5	1	20	-2	101	-6
Cc1nn(-c2ccccc2)c(C)c1C(=O)NCc1ccc(S(N)(=O)=O)cc1	1	7	1.4	0	-1.1	-3	14	7	/	7
Cn1ccc(NS(=O)(=O)c2cc(Br)ccc2Br)n1	-4	16	0.4	7	-4.3	-3	-9	-3	92	-2
COc1ccc2cc3c(N)nn(C(=O)c4ccccc4Cl)c3nc2c1	0	0	-0.2	4	0.1	6	30	2	101	-5
CC1(C)CC(NC(=S)Nc2ccc(S(N)(=O)=O)cc2)CC(C)(C)N1	6	7	-0.9	9	-1.4	-5	24	-1	100	-2
CCOC(=O)c1cnc2ccc(C(=O)OC)cc2c1NCCN1CCOCC1	2	15	1.4	-2	-2.6	-2	0	4	103	-8
O=C(COC(=O)c1cccs1)NC1CCCC1	0	-7	-0.7	-1	0.9	-2	27	-1	/	-4
NC1=NC(c2ccccc2Cl)n2c(nc3ccccc32)N1 (centres undefined)	5	15	-1.8	/	-2.6	8	-7	0	105	-6
Nc1cccc(P(=O)(c2ccccc2)c2ccccc2)c1	-2	-3	0.5	-2	0.3	-2	-2	9.6*	128	-3

Given with two lines to a compound: entries from further up
Below each SMILES: RTF Ca sens act | OPRM1-OPRD1 inv | C-LANA FP | Wnt act | MOR-DOR ag | Keap1-Nrf2 PPI | Arr AP2 block | V-ATPase pH | Pemphigus Ab inh | RTF Ca sens inh
Cc1oc(-c2cccs2)[n+]([O-])c1C
    1 | 13 | 0.6 | 0 | -2.5 | 1 | 20 | -2 | 101 | -6
Cc1nn(-c2ccccc2)c(C)c1C(=O)NCc1ccc(S(N)(=O)=O)cc1
    1 | 7 | 1.4 | 0 | -1.1 | -3 | 14 | 7 | / | 7

The results go on:
molecule	RTF Ca sens act	OPRM1-OPRD1 inv	C-LANA FP	Wnt act	MOR-DOR ag	Keap1-Nrf2 PPI	Arr AP2 block	V-ATPase pH	Pemphigus Ab inh	RTF Ca sens inh
Cc1nn(CCc2n[nH]c(=S)n2C2CCCCC2)c(C)c1Br	5	2	-1.2	/	-0.3	-4	-1	5	101	-5
Cc1cc(C(=O)N/N=C/c2cccc([N+](=O)[O-])c2)c(C)n1-c1ccccc1	3	10	-2.8	/	-2.0	3	-4	0	87	5
COc1ccc(C2SCCN2C(=S)Nc2ccc(Cl)cc2)cc1 (centres undefined)	-6	11	-1.1	/	-2.1	-6	11	-2	126	-3
CC(=O)Nc1ccc(NC(=O)C(C)OC(=O)c2ccccc2NS(=O)(=O)c2cccs2)cc1 (centres undefined)	13	-2	0.6	-3	0.3	-2	32	3	95	-4
Cc1ccc(CSc2ccc(S(=O)(=O)N3CCCC3)cn2)cc1	5	13	-1.3	0	-3.2	1	-6	2	102	-2
O=S(=O)(Nc1ccccn1)c1ccc(-n2cccn2)cc1	-2	17	1.4	0	-3.3	-4	-11	0	110	5
O=C(CSc1nc2c(cnn2-c2cccc(Cl)c2)c(=O)[nH]1)NCCC1=CCCCC1	-2	4	-1.9	-3	-1.1	-3	3	2	106	-2
O=C(COc1ccc(Cl)cc1)NC1CCSC1=O (centres undefined)	-3	15	-0.6	/	-2.6	2	3	-1	101	2
NS(=O)(=O)c1ccc(CCNC(=O)COC(=O)/C=C/c2ccc(Cl)cc2)cc1	5	-2	1.5	0	0.3	-5	-7	0	93	5
Cc1ccc(OCC(=O)N/N=C\c2cccs2)c([N+](=O)[O-])c1	4	-18	-0.3	0	2.5	-4	0	7	97	-8
COC(=O)c1ccc(CN2[C@H](C(=O)OC)C[C@@]3(O)[C@@H](O)[C@@H](O)[C@@H](O)C[C@@H]23)cc1	-1	19	0.0	0	-4.2	-5	-6	-1	101	4
CC(=O)Oc1cc(O)c2c(=O)c(OC(C)=O)c(-c3ccc(OC(C)=O)c(OC(C)=O)c3)oc2c1	4	-11	1.9	/	2.1	-3	9	2	105	-4
CCOc1cc(N2CCOCC2)c(OCC)cc1NC(C)C(=O)N1CCN(CC)CC1 (centres undefined)	1	-34	-1.4	4	7.1	3	29	2	105	-14
Cc1ccc(NC(=O)COC(=O)c2ccnn2C)cc1	6	15	-1.5	/	-2.6	0	3	-2	102	-2
CCCC1NC(=S)N(C2CCCCC2)C1=O (centres undefined)	4	-3	-0.9	-1	0.7	-2	-2	-1	/	5
Cn1ccnc1SCC(=O)Nc1ccc2c(c1)OCO2	-4	5	-0.9	-1	-1.0	-1	35	0	105	2
COc1ccc(N(CC(=O)N/N=C/c2ccccc2OC)S(=O)(=O)c2ccccc2)cc1	-6	-8	0.3	0	1.8	-1	5	2	92	-4
Cc1ccc(NC(=O)CSc2nnc(-c3ccccc3C)o2)cc1C	-1	-5	0.7	2	1.1	-4	18	-2	122	6
CC(C)C[C@H](NC(=O)N1CCn2c1nc1ccccc12)C(=O)N1CCCCC1	10	/	-0.2	-2	/	-3	-5	1	126	-7
Cc1nc2ccc([N+](=O)[O-])cc2s1	2	11	0.0	1	-2.1	-2	0	-3	101	-5
COc1ccc(CNC(=O)CNC(C)c2ccc(F)cc2)cc1 (centres undefined)	-3	-2	-0.8	1	0.4	-7	6	2	110	-2
O=C(c1ccc(F)cc1)C1CCN(C(=O)Nc2ccccc2Cl)CC1	0	-6	1.0	0	1.2	-5	-14	0	95	6
COc1ccccc1Nc1nn2c(=O)c3ccc(C(=O)N4CCC(C)CC4)cc3nc2s1	0	-2	-1.8	-3	0.4	4	26	0	100	3
COc1ccc(Br)cc1CN(C)CC(=O)Nc1cc(Cl)cc(Cl)c1	-1	-24	-0.5	-4	4.5	-1	4	0	101	-29

An excerpt from above in order of the MOR-DOR ag value, rising:
compound	OPRM1-OPRD1 inv	C-LANA FP	Wnt act	MOR-DOR ag	Keap1-Nrf2 PPI	Arr AP2 block	V-ATPase pH	Pemphigus Ab inh
Cn1c(N)nc2nc[nH]c2c1=S	17	-0.4	-1	-3.5	-3	-13	-3	114
O=S(=O)(Nc1ccccn1)c1ccc(-n2cccn2)cc1	17	1.4	0	-3.3	-4	-11	0	110
Cc1nc2ccc([N+](=O)[O-])cc2s1	11	0.0	1	-2.1	-2	0	-3	101

Next part:
molecule	RTF Ca sens act	OPRM1-OPRD1 inv	C-LANA FP	Wnt act	MOR-DOR ag	Keap1-Nrf2 PPI	Arr AP2 block	V-ATPase pH	Pemphigus Ab inh	RTF Ca sens inh
COc1ccc(NC(=O)c2nn(C34CC5CC(CC(C5)C3)C4)cc2[N+](=O)[O-])cc1	1	10	-0.5	1	-1.7	1	32	4	96	1
CCCn1c(N2CCN(C(=O)Nc3ccc(Cl)cc3)CC2)nc2ccccc21	-5	-1	0.3	0	0.2	-4	-5	2	102	2
C=CCn1c(SCc2ccccc2)nc2scc(-c3ccc(C)o3)c2c1=O	2	6	1.2	/	-1.1	-1	-7	-4	101	-18
O=C1NC2CCCCC2C(=O)N1OS(=O)(=O)c1ccccc1 (centres undefined)	-6	5	-5.5	-3	-0.9	-24	0	9	101	1
